Compound activity as filed in PubChem.
H37Rv inhibition: M. tuberculosis growth inhibition, HTS (AID 449762); M. tuberculosis H37Rv growth inhibition, 7H9 media; higher % means a stronger effect; 330,000 compounds, 0.59% hits; inhibition, % at 25 µM, or IC50 in µM where a hit was titrated; in the data active = a potency from the dose series; inconclusive = inhibition above about 70% without an active follow-up result;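 note: bacterial growth assessed after seven days of incubation; strong numbers were not always called active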
Salmonella PhoP GFP: PhoP regulon inhibitors, Salmonella typhi PhoP promoter GFP reporter, confirmatory (AID 1850). Salmonella Typhi PhoP-promoter GFP reporter, fluorescence, 4 h; higher % means a stronger effect. inhibition, % at 50 µM, or IC50 in µM where a hit was titrated. 310,000 compounds, 0.33% hits; in the data active = a potency from the dose series; inconclusive = inhibition mostly from about 25% at the one dose, without a potency; inactive = the rest, 99 in 100 with inhibition below about 19%;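 note: 0% = induced wells with vehicle and 100% = uninduced wells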
VEEV TC-83 Vero: inhibitors of VEEV TC-83 cytopathic effect, confirmation, Vero cells (AID 588727); Vero cells, VEEV TC-83 cytopathic effect inhibition; higher % means a stronger effect; 350,000 compounds, 0.13% hits; inhibition, % at 20 µM; hits with a dose series show IC50 in µM; in the data active = a potency from the dose series; inconclusive = inhibition mostly from about 14% at the one dose, without a potency; inactive = the rest, 99 in 100 with inhibition below about 12%; note: strong numbers were not always called active
influenza NS1A: H1N1 influenza NS1A inhibitors, functional cell based assay (AID 504329) | inhibition, % at 12.5 µM, or IC50 in µM where a hit was titrated | NS1A functional cell-based assay, percent inhibition; higher % means a stronger effect | 340,000 compounds, 0.3% hits; in the data active = a potency from the dose series; inconclusive = inhibition above about 27% without an active follow-up result; note: strong numbers were not always called active
M. tuberculosis: growth inhibition of non-replicating M. tuberculosis (AID 488890); inhibition, % at 25 µM, or IC50 in µM where a hit was titrated; 320,000 compounds, 0.39% hits; Mycobacterium tuberculosis non-replicating, growth inhibition; higher % means a stronger effect; in the data active = a potency from the dose series; inconclusive = inhibition mostly from about 82% at the one dose, without a potency; inactive = the rest, 99 in 100 with inhibition below about 76%;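 note: plate controls were DMSO cells for no effect and high antibiotic wells for full effect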
VEEV TC-83 Vero 10K pilot screen: second read-out of VEEV TC-83 Vero, no call of its own (marks repeat the call); inhibition, %; measured here: 10K pilot screen inhibition
Numbers without * were called inactive; i = inactive; ? = inconclusive; . = no result given.

SMILES | H37Rv inhibition | Salmonella PhoP GFP | VEEV TC-83 Vero | influenza NS1A | M. tuberculosis | others
CC(OC(=O)/C=C/c1cccc(F)c1)C(=O)NC1CCCCC1C (stereo unspecified) | -6% | -4% | 4.4% | -5% | -12%
CNC(=S)N1CCc2cc(OC)c(OC)cc2C1 | -1% | -2% | 1.9% | 1% | -20%
CCn1c(=O)c2cc(C(=O)N(C)c3ccc(OC)cc3OC)sc2c2ccccc21 | -5% | 4% | 0.2% | -34% | 15%
CC1(C)C(=O)Nc2ccccc2N1C(=O)COC(=O)Cc1c(F)cccc1Cl | 1% | -7% | 8.2% | -9% | 16%
O=C(COC(=O)c1cc(=O)c2ccccc2o1)NCc1ccccc1 | . | . | 0.8% | -8% | .
O=C(NC(=S)Nc1ccc(S(=O)(=O)N2CCCC2)cc1)C1CCC1 | 1% | -8% | 1.6% | -7% | 74%
CCn1cc(C(=O)NC2CCCCCC2)c(=O)c2cc(S(=O)(=O)N3CCCCC3)ccc21 | -7% | 3% | 9.3% | 7% | 17%
O=C(Cc1cccs1)NCc1cccc(CNC(=O)Cc2cccs2)c1 | 1% | 3% | i | -1% | 23%
COc1ccc2cc(Br)ccc2c1CC(=O)NC(C)C | 5% | -4% | i | -2% | -8%
CCc1cc(=O)oc2cc(OCC(=O)N3CCC(C(=O)O)CC3)ccc12 | -5% | 8% | 1.1% | 0% | -18%
COc1cc(OC)cc(C(=O)N2CCC(C(=O)c3ccc(F)cc3)CC2)c1 | 3% | -5% | 5.8% | -4% | 6%
O=C(CCl)Nc1c(C(=O)Nc2ccc3c(c2)OCCO3)oc2ccccc12 | ? | -4% | 5.8% | -2% | ?
O=Cc1nc(-c2ccccc2Cl)n2ccccc12 | 4% | -9% | 0.5% | -1% | 18%
COc1ccc(N2CCN(C(c3cc4ccc(C)cc4[nH]c3=O)c3nnnn3C3CCCC3)CC2)cc1 (stereo unspecified) | 20% | -3% | i | 9% | 10%
Cc1ccccc1CSc1nc2[nH]ncc2c(=O)[nH]1 | 5% | 2% | 2.8% | 1% | -5%
COc1ccc(N(CN2C(=O)C3CCCCC3C2=O)C(=O)c2ccco2)cc1 (stereo unspecified) | -4% | 5% | i | . | 2%
COc1ccc(N2CCN(C(CNC(=O)OCc3ccccc3)c3ccco3)CC2)cc1 (stereo unspecified) | -2% | -6% | i | 4% | 61%
O=C(CNC(=O)c1ccc(Cl)cc1)NNc1c(F)c(F)cc(F)c1F | 2% | . | i | -19% | 9%
Cc1c(CN2CCc3c([nH]c4ccccc34)C2CC(C)C)cnn1C (stereo unspecified) | 0% | -12% | i | 13% | 36%
N#Cc1ccc(NC(=O)CCc2ccc(S(=O)(=O)N3CCOCC3)cc2)cc1 | -17% | -2% | 3.1% | 1% | -2%
COC(=O)[C@H]1C[C@@H]1[C@H](NP(=O)(c1ccccc1)c1ccccc1)c1ccccc1 | 7% | 1% | i | 6% | 21%
CC1CCCC(C)N1C(=O)COc1ccc(-c2nnco2)cc1 (stereo unspecified) | -1% | -4% | 1.9% | -1% | -1%
OCCC1CN(Cc2ccn[nH]2)CCN1Cc1ccc(F)c(F)c1 (stereo unspecified) | 5% | 11% | i | -41% | 12%
C=C(C)COC(=O)c1ccccc1C(=O)OCC1(C)CO1 (stereo unspecified) | . | . | 5.3% | -1% | .
Nc1ncnc(NNC(=O)CNC(=O)c2c(F)cccc2Cl)c1[N+](=O)[O-] | 5% | 15% | 0.7% | 3% | 10%
Cc1ccccc1NC(=O)COC(=O)/C=C/c1cn(-c2ccccc2)nc1-c1cccnc1 | 1% | -11% | 1.0% | 3% | -16%
COc1ccc(CCNC(=O)c2ccc(=O)[nH]n2)cc1OC | 0% | -8% | 3.0% | 4% | -3%
O=C(Cc1cccc(C(F)(F)F)c1)Nc1cccc(S(=O)(=O)N2CCCC2)c1 | -12% | 1% | 8.5% | -8% | 35%
CO/N=C(\Cn1ncc(N2CCCC2)c(Cl)c1=O)c1ccc(Cl)cc1 | 17µM* | -1% | 2.7% | -8% | -2%
O=C(Cn1c(=O)sc2ccccc21)Nc1ccccc1 | -1% | -3% | 1.2% | -3% | -4%
CCCOc1ccc2ccccc2c1/C=N/n1c(C)nnc1-n1nc(C)cc1C | 0% | -2% | ? | 1% | 15%
Cc1cccc(C)c1N(CC(=O)N1CCCC1)S(C)(=O)=O | -7% | -4% | 0.6% | -4% | -17%
O=C(Nc1ccc(Oc2ccc(C(F)(F)F)cn2)c(Cl)c1)C1CC1 | 64% | -7% | 3.5% | -3% | 29%
O=C(NCCCn1ccnc1)c1cc(C(=O)C2CC2)c[nH]1 | 1% | 18% | 1.6% | -6% | 3%
Cc1cc(C)cc(S(=O)(=O)c2cnc3ccccc3n2)c1 | 13% | -6% | 5.0% | -16% | 15%
C=CCn1c(SCc2nc(N)nc(N(C)C)n2)nnc1-c1cccnc1 | 2% | 5% | 5.8% | -6% | -9%
CCOc1ccc(S(=O)(=O)N(CC)CC(=O)NC2CC2)cc1 | -2% | -7% | 3.1% | 15% | -11%
Cc1cccc(NS(=O)(=O)c2ccc(C)c(C(=O)NCC(c3ccco3)N3CCCCC3)c2)c1 (stereo unspecified) | . | . | 2.2% | -3% | .
O=C(NC(Cc1ccccc1)c1ccc2c(c1)OCCCO2)c1ccccc1F (stereo unspecified) | -1% | 1% | 0.7% | -1% | 23%
Cc1ccc(NCCC(=O)c2ccc(Br)cc2)cc1 | 11µM* | 0% | i | 8% | ?
Cc1cc(=O)[nH]c(N2CCN(C(c3ccccc3)c3ccccc3)CC2)n1 | -4% | -4% | i | 0% | 4%
CCOC(=O)N1CCC(N(CCN(C)C)C(=S)Nc2ccccc2OC)CC1 | -4% | -16% | 0.3% | 11% | -1%
N=c1n(Cc2ccccc2)c2ccccc2n1CC(O)COc1ccc(Cl)cc1Cl (stereo unspecified) | . | . | i | 14% | . | VEEV TC-83 Vero 10K pilot screen=0.0
CSCC[C@H](NC(=O)[C@@H]1Cc2ccccc2CN1)C(=O)NC(C)c1ccccc1 (stereo partly specified) | -7% | -18% | 3.6% | 2% | 3%
O=Cc1cccn1-c1cccc([N+](=O)[O-])c1 | 1% | -15% | i | 2% | 0%

Six compounds already listed, arranged by molar mass, highest first.
SMILES | H37Rv inhibition | Salmonella PhoP GFP | VEEV TC-83 Vero | influenza NS1A | M. tuberculosis | others
CSCC[C@H](NC(=O)[C@@H]1Cc2ccccc2CN1)C(=O)NC(C)c1ccccc1 (stereo partly specified) | -7% | -18% | 3.6% | 2% | 3%
N#Cc1ccc(NC(=O)CCc2ccc(S(=O)(=O)N3CCOCC3)cc2)cc1 | -17% | -2% | 3.1% | 1% | -2%
COc1ccc2cc(Br)ccc2c1CC(=O)NC(C)C | 5% | -4% | i | -2% | -8%
C=C(C)COC(=O)c1ccccc1C(=O)OCC1(C)CO1 (stereo unspecified) | . | . | 5.3% | -1% | .
O=Cc1nc(-c2ccccc2Cl)n2ccccc12 | 4% | -9% | 0.5% | -1% | 18%
O=Cc1cccn1-c1cccc([N+](=O)[O-])c1 | 1% | -15% | i | 2% | 0%

Continued:
SMILES | H37Rv inhibition | Salmonella PhoP GFP | VEEV TC-83 Vero | influenza NS1A | M. tuberculosis | others
CCC(NC(=O)NNC(=O)c1ccncc1)(C(F)(F)F)C(F)(F)F | ? | -2% | 2.5% | 3% | -11%
CN(C(=O)c1ccc(OC2CCN(CCc3ccccc3)CC2)cc1)C1CCCCC1 | 4% | -4% | 2.1% | 0% | 41%
O=C(Cc1cccc(NC(=O)C2CCN(C(=O)c3ccccc3)CC2)c1)Nc1cccc(C(=O)N2CCCCC2)c1 | . | . | 0.7% | -21% | .
CCC(=O)Nc1cccc(-n2nnnc2SCC(=O)N2CCCCC2)c1 | 4% | 2% | i | -1% | -13%
O=C(CN1CCCCCC1)Nc1cccc(NC(=O)CN2CCCCCC2)c1 | -8% | -1% | 0.0% | -3% | -11%
CCOc1cc(/C=N/O)cc(Br)c1OCc1ccc(Cl)cc1 | 46% | -7% | 1.4% | 2% | 32%
Cc1cccc(/C=C/c2onc(C)c2[N+](=O)[O-])n1 | 11µM* | 3% | 23% | . | i
C[n+]1c(-c2ccccc2)cc2c(=Cc3ccc([N+](=O)[O-])cc3)c3ccccc3n21 | . | . | i | 9.4µM* | .
COc1ccc(S(=O)(=O)N2CCN(C(=O)C3CCC3)CC2)cc1 | -6% | 6% | 1.1% | -1% | -9%
CC(C)Cn1cnc2sc3c(c2c1=N)CCCC3 | -5% | 2% | 0.8% | -5% | -12%
CCOc1ccccc1NC(=O)C1CCN(C(=O)NCc2ccccc2)CC1 | -2% | 0% | 0.6% | 0% | 1%
COc1ccc(N2CCN(c3ncnc4c3[nH]c3ccccc34)CC2)cc1 | -1% | 4% | i | 10% | 12%
CCOC(=O)c1c(-c2ccccc2)oc2ccc(OC(C)C(=O)O)cc12 (stereo unspecified) | -1% | 15% | 0.3% | -5% | 12%
COc1ccccc1-c1cc(C(=O)NCCCn2ccnc2)no1 | 1% | -7% | i | -3% | 51%
O=C(c1cccc(S(=O)(=O)NCc2ccccc2)c1)N1CCN(c2cccc(C(F)(F)F)c2)CC1 | 47% | -1% | 7.0% | -3% | 13%
C=CCOc1nc2c(c(=O)n(C)c(=O)n2C)n1Cc1c(Cl)cccc1Cl | -4% | -6% | 0.7% | 12% | 2%
COc1cc(Cl)c(C)cc1NC(=O)COc1ccc(C)nc1[N+](=O)[O-] | . | . | 1.9% | -4% | .
CCC(C)n1c(O)c(C=NCc2cccnc2)c(=O)[nH]c1=S (stereo unspecified) | 5% | 7% | i | -4% | 4%
O=C(NCCCCCCNC(=O)c1cncc(O)c1)c1cncc(O)c1 | -3% | 5% | 0.7% | 7% | 0%
Cc1nn(CC(=O)NNC(=S)NCC2CCCO2)c(C)c1Br (stereo unspecified) | -3% | -3% | 8.3% | -2% | -8%
COc1ccc(N=Nc2[nH]c3ccc(C)cc3c2O)cc1 | -11% | -10% | 1.4% | -2% | 5%
COc1ccc(NC(=O)/C(C#N)=C/C=C/c2ccco2)cc1 | -3% | -4% | i | 20% | 62%
O=C(O)c1ccc(CNCc2cc(Cl)ccc2O)cc1 | -4% | . | 1.2% | -2% | -10%
CCOC(=O)N1CCC(NC(=O)C(NS(=O)(=O)c2ccc3c(c2)CCN3C(=O)CC)C(C)C)CC1 (stereo unspecified) | -1% | 6% | 2.3% | -9% | -6%
O=C(O)CC1S/C(=N/N=C/C2CC=CCC2)NC1=O (stereo unspecified) | 1% | 2% | 0.4% | -8% | 3%
O=C1NC(=O)c2cc(NC(=O)C3COc4ccccc4O3)ccc21 (stereo unspecified) | -7% | 13% | 0.8% | 6% | .
CC(Sc1ccccc1)C(=O)Nc1ccccc1C(=O)N1CCOCC1 (stereo unspecified) | 1% | 0% | 1.1% | -18% | -9%
CC(C(=O)OCC(=O)c1ccc(Br)cc1)N1C(=O)C2C3CCC(C3)C2C1=O (stereo unspecified) | 7% | -2% | i | 7% | 17%
N#Cc1nc(-c2ccco2)oc1N1CCN(c2cccc(Cl)c2)CC1 | 4% | 2% | i | 7% | 38%
Cc1ccccc1NC(=S)/C(=C(\[O-])c1ccc(C)c([N+](=O)[O-])c1)[n+]1ccccc1 | -2% | -4% | 88% | 11% | 14%

The last 3 compounds of the part before lead into the next:
SMILES | H37Rv inhibition | Salmonella PhoP GFP | VEEV TC-83 Vero | influenza NS1A | M. tuberculosis | others
CC(C(=O)OCC(=O)c1ccc(Br)cc1)N1C(=O)C2C3CCC(C3)C2C1=O (stereo unspecified) | 7% | -2% | i | 7% | 17%
N#Cc1nc(-c2ccco2)oc1N1CCN(c2cccc(Cl)c2)CC1 | 4% | 2% | i | 7% | 38%
Cc1ccccc1NC(=S)/C(=C(\[O-])c1ccc(C)c([N+](=O)[O-])c1)[n+]1ccccc1 | -2% | -4% | 88% | 11% | 14%
O=C1NC(=O)N(Cc2ccccc2)C(=O)/C1=C\c1ccco1 | 6% | -26% | i | -5% | 4%
Clc1ccc(N2CCN(c3ncnc4c3oc3ccccc34)CC2)cc1 | 11% | -4% | 1.7% | -7% | -1%
CCOC(=O)/C(C#N)=C/c1cc(C)n(-c2ccc(Br)cc2)c1C | -4% | 0% | . | . | -7%
CC(=O)NS(=O)(=O)c1ccc(NC(=S)NC(=O)c2ccco2)cc1 | -9% | -3% | 1.2% | 2% | 15%
CCCc1cc(C(=O)NCc2cccs2)no1 | -10% | 0% | 0.4% | -2% | 58%
Cn1c(SCC(=O)N2CCOCC2)nnc1-c1cccc(NC(=O)c2ccccc2F)c1 | 2% | 4% | i | -7% | 2%
